Screening results (PubChem)
BH1578 lux ind: quorum light induction in luxS cqsA deficient V. cholerae | V. cholerae BH1578 lux reporter, luminescence, 6 h | activation, % at 18.7 µM | actives 0.16% (n = 350,000) | AID 588436; in the data active = activation mostly above about 9.7%, no sharp cut-off; inconclusive = no clear call, values can overlap the other calls; inactive = mostly below about 3.7%; also: not every result past the cut was called active; inactives centre near 0; reference of the scale not given here
SARS 3CLpro inh: SARS-CoV 3CLpro protease inhibition. recombinant SARS-CoV 3CLpro, quenched FRET peptide cleavage. inhibition, % at 6 µM. actives 0.14% (n = 290,000). AID 1706; in the data active = inhibition above about 12%
SSB-PriA inh: K. pneumoniae PriA-SSBct interaction inhibition. AlphaScreen SSBct-PriA binding, biotinylated peptide. inhibition, % at 33 µM. actives 0.6% (n = 430,000); in the data active = inhibition mostly above about 37%, no sharp cut-off; inactive = mostly below about 20%;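 also: plate controls were negative control peptide for no effect and reference peptide for full effect; strong numbers were not always called active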
CCHF vOTU inh: blocks the CCHF virus ovarian tumor domain protease | CCHFV vOTU protease, Pep-AMC fluorescence | inhibition, % at 11.5 µM | actives 0.55% (n = 370,000); in the data active = inhibition above about 30%; also: 0% = vehicle wells with enzyme and 100% = no enzyme wells
TcdB inh: inhibitors of Clostridioides difficile toxin B glycohydrolase. actives 0.24% (n = 350,000). TcdB glycohydrolase enzymatic assay, plate reader. P18177. inhibition, % at 9.99 µM; in the data active = inhibition above about 10%
Yp Topo-I inh: Y. pestis Topo-I inhibition via cleavage products. actives 0.064% (n = 360,000). activity, % at 10 µM. Y. pestis Topo-I cleavage product accumulation, plate reader; in the data active = activity above about 50%, passing the limit was not always enough; inconclusive = no clear call, values can overlap the other calls; also: inactives centre near 2
VHR inh abs: blocks human VHR1 dual specificity phosphatase; P51452; recombinant VHR phosphatase, pNPP absorbance; inhibition, % at 13.3 µM; actives 0.52% (n = 290,000); AID 1654; in the data active = inhibition above about 50%; also: some compounds called inactive have numbers as strong as hits
Target sequence (P51452 whole entry, looked up): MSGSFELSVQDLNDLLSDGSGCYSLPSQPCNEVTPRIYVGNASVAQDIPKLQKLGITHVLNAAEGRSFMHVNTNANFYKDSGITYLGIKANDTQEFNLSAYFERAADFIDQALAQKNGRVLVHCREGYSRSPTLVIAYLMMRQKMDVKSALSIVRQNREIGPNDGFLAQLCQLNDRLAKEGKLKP
PfHsp40 yeast: compounds rescuing yeast from Plasmodium falciparum HSP40 toxicity; actives 0.68% (n = 340,000); growth rescue, % at 12.5 µM; S. cerevisiae expressing PfHsp40, growth rescue, ATP luminescence; in the data active = growth rescue above about 28%, passing the limit was not always enough; inconclusive = no clear call, values can overlap the other calls;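 also: yeast W303a lacking pdr1 and pdr3 grown in galactose medium; growth measured after three days at 30 °C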
BoNT A protease: inhibitors of Botulinum neurotoxin A light chain protease | multiplex microsphere protease substrate cleavage, flow cytometry | inhibition, % at 10 µM | actives 0.17% (n = 360,000) | AID 588499; also: plate controls were buffer without enzyme for full effect and enzyme alone for no effect
Anthrax LF inh2: inhibitors of Bacillus anthracis lethal factor protease; P15917; multiplex microsphere protease cleavage assay, LF; inhibition, % at 10 µM; actives 0.12% (n = 360,000); also: plate controls were buffer without enzyme for full effect and enzyme alone for no effect
Target sequence (P15917 whole entry, looked up): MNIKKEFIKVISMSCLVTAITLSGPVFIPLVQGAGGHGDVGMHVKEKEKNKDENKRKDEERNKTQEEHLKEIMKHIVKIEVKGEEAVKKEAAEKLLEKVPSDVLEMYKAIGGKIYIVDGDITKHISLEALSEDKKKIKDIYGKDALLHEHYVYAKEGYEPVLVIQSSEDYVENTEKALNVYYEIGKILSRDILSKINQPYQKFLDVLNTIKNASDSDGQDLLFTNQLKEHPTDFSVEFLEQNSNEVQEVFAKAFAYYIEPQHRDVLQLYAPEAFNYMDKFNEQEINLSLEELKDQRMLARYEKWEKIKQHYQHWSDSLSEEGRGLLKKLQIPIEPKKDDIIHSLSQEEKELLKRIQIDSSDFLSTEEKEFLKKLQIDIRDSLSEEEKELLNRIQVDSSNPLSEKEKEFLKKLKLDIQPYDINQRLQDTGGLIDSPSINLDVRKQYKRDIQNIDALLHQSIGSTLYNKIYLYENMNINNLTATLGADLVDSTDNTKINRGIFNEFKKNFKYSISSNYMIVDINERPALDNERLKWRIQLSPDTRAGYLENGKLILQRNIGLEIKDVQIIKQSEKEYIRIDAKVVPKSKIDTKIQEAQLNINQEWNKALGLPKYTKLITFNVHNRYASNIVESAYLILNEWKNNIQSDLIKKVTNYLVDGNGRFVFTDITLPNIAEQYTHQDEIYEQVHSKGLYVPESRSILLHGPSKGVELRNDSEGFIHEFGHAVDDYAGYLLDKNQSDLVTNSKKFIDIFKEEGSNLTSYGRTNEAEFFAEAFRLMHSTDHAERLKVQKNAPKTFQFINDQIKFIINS
Numbers without * were called inactive; i = inactive; ? = inconclusive; nt = no result given; + = active, no number; & = joins results of further samples. Rule as the data show it, unless noted: active = inhibition above about 30%; inconclusive = no clear call, values can overlap the other calls; inactive = below that. The list is partial; the hit share may differ from the screen's.

Values run as follows: BH1578 lux ind	SARS 3CLpro inh	SSB-PriA inh	CCHF vOTU inh	TcdB inh	Yp Topo-I inh	VHR inh abs	PfHsp40 yeast	BoNT A protease	Anthrax LF inh2
1	CC(C)(C)C(=O)Nc1ccccc1C(=O)Nc1ccccn1
→ i	-2	-3	7	nt	6	13	-0.1	-0.5	-1
2	COc1ccc(/C=C2\SC(=O)N(CC(=O)Nc3ccc(O)cc3)C2=O)cc1OC
→ i	-1	4	-11	0.6	-9	-13	-0.1	-0.4	-1
3	COc1cccc(C(=O)N(Cc2nc(-c3cccc(C)c3)no2)C(C)C)c1OC
→ 0.5	-5	-20	16	nt	-1	3	0.8	0.9	-2
4	COC(=O)c1ccc(Cn2nnc3ccccc32)cc1
→ -0.5	1	-10	1	1.3	4	13	5.4	-0.6	0
5	COc1cccc(N(CC(=O)N2CCN(C)CC2)S(=O)(=O)c2ccc(C)cc2)c1
→ i	-5	9	-3	nt	4	2	0.4	0.3	0
6	O=C(Cn1c(NCCO)nc2ccccc21)c1ccc(Cl)cc1
→ i	-1	-13	5	nt	-1	4	-1.2	-0.5	-1
7	COc1ccc(NC(=O)N2CCOCC2)cc1
→ -0.6	-4	-23	-8	0.9	-1	15	-0.9	0.2	15
8	Cc1nc(NC(=O)c2csc3ccccc23)sc1C
→ -1.0	3	-5	9	nt	3	13	4.8	22	-24
9	COc1ccc(-c2nnc(SCc3csc(N)n3)n2C)cc1
→ -5.6	-4	14	-3	nt	-4	10	-0.2	2.4	-1
10	COc1ccc(NC(=O)CCN2CCN(S(=O)(=O)c3ccc(C(C)C)cc3)CC2)cc1
→ i	1	3	12	nt	2	37	-0.5	-2.4	-7
11	Cc1occc1C(=O)NCc1ccc2c(c1)OCO2
→ i	4	5	1	nt	2	16	-0.2	-0.5	-6
12	Cn1c(=O)c2c(SCC(=O)Nc3ccccc3F)nc(-c3ccccc3F)nc2n(C)c1=O
→ -0.3	2	4&-26	2	-0.6	11	6	1.1	-0.9	1
13	CN(C)S(=O)(=O)c1ccc(N2CCCC2)c(C(=O)NC2(C)CCS(=O)(=O)C2)c1 (stereo unspecified)
→ -5.6	nt	-22	10	1.7	3	nt	0.9	-2.0	-2
14	Cc1ccc(CCNC(=O)C2CCCN(C(=O)c3cc4sccc4n3C)C2)cc1 (stereo unspecified)
→ i	4	-6	2	nt	17	2	0.6	0.6	-1
15	CCNC(=O)CC1C(=O)N(c2ccc(C)cc2)C(=O)N1Cc1ccccn1 (stereo unspecified)
→ i	0	-6	-3	nt	1	-4	-0.1	-0.6	-2
16	O=C(NCc1ccccc1Cl)C1CCC(CNc2c(N3CCOCC3)c(=O)c2=O)CC1 (stereo unspecified)
→ i	0	5	nt	0.5	8	-4	-0.1	-1.2	-4
17	CCOc1ccc2cc(C3CC(c4ccco4)=NN3S(C)(=O)=O)c(Cl)nc2c1 (stereo unspecified)
→ -0.5	5	9	-1	1.0	10	8	-1.4	0.2	4
18	CCc1c(C)sc(NC(=S)N2CC(C)OC(C)C2)c1C(=O)OC (stereo unspecified)
→ -0.3	1	-3	-3	1.5	0	22	1.4	-0.8	-8
19	COc1cc2c(cc1OC)C(c1ccco1)CC(=O)N2 (stereo unspecified)
→ 0.1	-1	5	-6	0.1	-3	11	-2.6	-0.2	-2
20	COc1ccc(CCn2c(O)c(/C=N/NC(=O)c3ccncc3)c(=O)[nH]c2=O)cc1OC
→ -0.4	2	nt	-1	-4.4	-2	12	-0.7	0.1	0
21	COc1ccc(-n2nnnc2SCC(=O)Nc2ccccc2F)cc1
→ i	2	-11	12	-0.4	0	-16	-0.8	-0.7	-10
22	CCOC(=O)N/N=C\C=C\c1ccco1
→ -0.1	2	nt	4	-0.1	-6	1	-1.5	0.4	-1
23	COc1ccc(N(Cc2cc(=O)[nH]c3ccccc23)C(=O)c2ccco2)cc1
→ -1.2	-4	-4	-9	2.8	14	10	0.7	?	-3
24	COc1ccc(Cl)cc1NC(=O)COC(=O)c1cc(C)oc1C
→ +	nt	-4	27	-2.4	21	nt	1.0	-0.3	3
25	Cc1ccc(-c2cnc3c(Cl)c(C)nn3c2)cc1
→ 1.2	-2	4	-6	0.2	8	-1	-0.3	-1.0	-3
26	O=C(CSc1cccc[n+]1[O-])Nc1cc([N+](=O)[O-])ccc1Cl
→ 2.0	2	-3	-7	-0.9	2	8	-0.7	-0.3	-1
27	CC(C)NC(=O)C1(C)CCN1Cc1cccc(C#N)c1 (stereo unspecified)
→ i	nt	nt	-9	0.3	0	nt	nt	-0.1	-8
28	CCCn1nnc(NC(=O)Cc2ccc(Cl)cc2)n1
→ i	4	1	-9	0.5	-4	9	-0.9	-0.7	1
29	COc1cc(/C=N/NC(=O)c2[nH]nc3c2CCc2ccccc2-3)ccc1O
→ -0.4	8	nt	10	2.6	-6	8	0.3	0.4	-2
30	Nn1c(COc2ccccc2)nc2ccccc2c1=O
→ i	-3	-9	-4	nt	-1	12	4.1	-0.3	2
31	Cc1cc(Cl)ccc1OCC(=O)Nc1cccc(S(=O)(=O)NC2=NCCCCC2)c1
→ -1.2	nt	0	-1	-0.6	23	nt	3.2	-1.9	0
32	CCN(CC(=O)NCc1ccc(F)cc1)Cc1cc(=O)n2ccsc2n1
→ -2.1	1	18	-4	2.0	-11	9	0.5	-0.2	-3
33	Cc1ccc(CNC(=O)c2ccc(OCC(C)C)cc2)n1C
→ -0.6	-1	-3	-5	1.1	-4	14	0.1	2.3	8
34	C#CCOCCOCCOCCNc1nc(N2CCN(C(=O)[C@H](C(C)C)n3cc(CCO)nn3)CC2)nc(N2CCN(C(=O)[C@H](Cc3ccc(O)cc3)n3cc(CCO)nn3)CC2)n1
→ i	nt	-6	-3	1.4	19	nt	1.2	0.0	-3
35	COc1ccc(OCC#CCN2CCNCC2)cc1
→ -1.2	1	-5	5	0.8	-3	-8	-0.3	-1.2	-10
36	COc1ccc(NC(=S)Nc2cc(-c3ccccc3)[nH]n2)cc1Cl
→ i	3	8	10	nt	-1	0	0.0	-1.8	-4
37	O=C(O)C1C2CCC(C2)C1C(=O)Nc1ccccc1 (stereo unspecified)
→ -0.8	nt	1	-1	1.4	-5	nt	-2.3	0.0	-7
38	COc1cc(OC)cc(C(=O)NCC(=O)OCC(=O)NC(C)CCc2ccccc2)c1 (stereo unspecified)
→ i	nt	9	-3	4.4	16	nt	0.5	-0.3	-8
39	O=C(O)c1cc(NC(=O)C2CCCO2)cc(C(=O)O)c1 (stereo unspecified)
→ i	0	-2	5	2.0	-7	-6	-0.4	0.6	16
40	CCc1n[nH]c(=S)n1/N=C/C(C)=C\c1ccccc1
→ i	3	nt	-11	0.3	10	-6	-0.2	-6.8	-3
41	Cc1ccc(S(=O)(=O)NCC(=O)N(CC(=O)NCc2ccco2)Cc2cccs2)cc1
→ -0.2	1	-8	0	2.3	4	17	0.8	-1.1	-2
42	CCCS(=O)(=O)N1CCC(C(=O)NCc2ccc(F)cc2)CC1
→ -0.3	-2	0	-23	nt	-3	-17	-0.4	-1.1	0
43	COc1ccc(-n2c(=S)[nH]c3cc(C(=O)Nc4ccc(F)cc4)ccc3c2=O)c(OC)c1
→ -0.3	-4	4	14	0.7	2	12	-0.2	0.3	-4
44	CCCN1CCN(C(=O)c2cc(COc3ccc4ncccc4c3)on2)CC1
→ -0.3	4	-11	-9	0.0	25	17	-0.2	0.9	-2
45	CC(C)Cn1c(N)c(C(=O)COC(=O)CCc2nc3ccccc3c(=O)[nH]2)c(=O)n(C)c1=O
→ i	nt	6	-6	0.4	-2	nt	0.4	0.0	-6
46	Cc1nc2nc(SCC(=O)N3CCOCC3)nn2c(C)c1Cc1ccccc1
→ i	0	-12	-9	nt	2	29	0.0	1.1	-2
47	CCCC1(CCC)NC(=O)N(CC(=O)Nc2ccc(Cl)c(S(=O)(=O)N3CCOCC3)c2)C1=O
→ i	nt	-2	22	-4.0	6	nt	-0.2	-0.6	-2
48	Cc1cc(NC(=O)c2ccc(S(=O)(=O)N(C)C)cc2)no1
→ i	-1	-22	-7	nt	-2	6	-1.3	-1.0	-5
49	Cc1nc2cc(C(=O)O)ccc2n1-c1ccccc1
→ -0.1	2	-8	8	0.9	1	-8	-0.7	-1.3	-13
50	O=S(=O)(CCc1ccccc1)CS(=O)(=O)CCc1ccccc1
→ i	nt	-8	1	0.9	21	nt	0.1	0.1	-4
51	NNC(=O)COc1ccccc1[N+](=O)[O-]
→ i	1	1	8	0.4	3	30	-0.9	-0.1	-9
52	COC(=O)Cc1cnc(NC(=O)CSc2nc(C(C)C)cc(=O)[nH]2)s1
→ -0.8	2	-21	-3	0.9	4	-29	-1.0	-5.2	0
53	O=C(CSc1nc2ccccc2c(=O)n1CC1CCCO1)N1CCN(c2ccccc2)CC1 (stereo unspecified)
→ -1.8	5	-6	-1	nt	37	nt	0.0	2.4	-1
54	O=C1CCC(O)CCN1CCSc1ccccc1 (stereo unspecified)
→ -0.6	-13	-15	13	-0.8	3	20	-0.8	-1.3	2
55	CC(OC(=O)c1cccc(S(=O)(=O)Nc2ccccc2F)c1)C(=O)NCc1ccc2c(c1)OCO2 (stereo unspecified)
→ i	2	-8	0	nt	22	8	1.6	1.3	0
56	CCN1C(=NCc2ccc(OC)cc2)N[C@@H](c2ccccc2)C(C(=O)OC)=C1C
→ i	-1	2	4	0.5	2	13	-0.4	0.5	1
57	CCc1c(C)nc(SCC(N)=O)c(C#N)c1C
→ 1.6	6	-11	-12	2.0	5	20	-1.1	-0.1	-2
58	O=C(CSc1nnc2ccccn12)c1ccc(OC(F)F)cc1OC(F)F
→ -0.2	1	-1	-9	nt	3	8	-0.4	1.4	-5
59	CS(=O)(=O)N(CC(=O)Nc1ccc(S(=O)(=O)N2CCCC2)cc1)c1ccccc1F
→ -0.7	0	-7	4	nt	4	2	-2.7	0.3	-6
60	CO/N=C/CC(=O)c1ccc(-c2ccccc2)cc1
→ -0.3	3	nt	12	0.8	6	22	-0.8	0.3	-2

(list continues)
Values run as follows: BH1578 lux ind	SARS 3CLpro inh	SSB-PriA inh	CCHF vOTU inh	TcdB inh	Yp Topo-I inh	VHR inh abs	PfHsp40 yeast	BoNT A protease	Anthrax LF inh2
61	CCCCN1CC(=O)N2[C@H](c3ccc(OC)cc3)[C@@H]3C(=O)N(CC)C(=O)[C@@H]3[C@]2(Cc2ccccc2)C1=O
→ i	-2	-1	0	0.2	0	5	0.0	0.6	4
62	CC1CCCN(CCC(=O)Nc2ccccc2)C1 (stereo unspecified)
→ 0.2	-6	10	-4	0.7	1	-9	-1.7	-0.9	-5
63	Cc1[nH]c2ccccc2c1CCCO
→ nt	0	-10	4	1.5	nt	10	nt	nt	nt
64	COc1ccc(Cl)cc1NC(=O)c1nnn(CC(=O)Nc2ccc(OC)c(OC)c2)c1N
→ -0.1	1	-8	-1	3.5	-4	-7	-1.0	0.2	-2
65	COc1ccc(C(CNC(=O)Cc2ccc(-c3ccccc3)cc2)N(C)C)cc1 (stereo unspecified)
→ 1.7	1	9	11	-0.4	6	21	-0.2	3.9	10
66	O=C1CC(N(Cc2ccco2)C(=O)Nc2ccc(F)cc2)C(=O)N1c1ccc(F)cc1 (stereo unspecified)
→ i	2	6	2	nt	-1	8	-0.1	-0.6	-3
67	CC(CN1CCCCC1)OC(=O)c1cccc(F)c1 (stereo unspecified)
→ 0.1	2	-1	-12	1.5	4	9	0.6	0.3	-2
68	Cc1ccc(C)c(NC(=O)CN2C(=O)COc3ccc(S(=O)(=O)N4CCCC4)cc32)c1
→ -0.3	0	-12	14	0.0	11	1	-1.4	-2.3	-1
69	CCn1cc(C(=O)N2CCN(c3ccc(OC)cc3)CC2)c2cc(OC)c(OC)cc2c1=O
→ -0.5	3	-5	5	1.1	3	18	1.1	-0.1	-2

Just Yp Topo-I inh (2 entries from above):
item	SMILES	Yp Topo-I inh
65	COc1ccc(C(CNC(=O)Cc2ccc(-c3ccccc3)cc2)N(C)C)cc1 (stereo unspecified)	6
66	O=C1CC(N(Cc2ccco2)C(=O)Nc2ccc(F)cc2)C(=O)N1c1ccc(F)cc1 (stereo unspecified)	-1
